SENP8 inh: blocks human SENP8 cleavage of Nedd8 substrate. Q96LD8. recombinant SENP8, Nedd8 substrate fluorescence. inhibition, % at 20 µM. actives 0.64% (n = 360,000); in the data active = inhibition mostly above about 40%, no sharp cut-off; inactive = mostly below about 27%
Target sequence (Q96LD8 whole entry, looked up): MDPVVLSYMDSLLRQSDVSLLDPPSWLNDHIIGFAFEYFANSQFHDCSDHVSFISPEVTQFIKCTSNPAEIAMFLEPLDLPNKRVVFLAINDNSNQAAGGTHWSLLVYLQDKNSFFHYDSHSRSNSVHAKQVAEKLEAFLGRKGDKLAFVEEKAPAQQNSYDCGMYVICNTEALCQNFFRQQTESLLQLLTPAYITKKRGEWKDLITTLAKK
hIAP act: increases human intestinal alkaline phosphatase activity; purified human IAP, CDP-Star luminescence, 30 min; hits give high values; 1 = vehicle-only enzyme, 0 = enzyme-free background; activation factor at 10 µM; actives 0.16% (n = 330,000); AID 2524;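 active = activation factor of the enzyme at least 2-fold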; note: the source names both 10 and 20 µM as test concentration; values of inactives mirror those of a sister screen read the other way
MPTP block: permeability transition pore inhibition; isolated mouse mitochondria, Ca2+ swelling absorbance, 30 min; inhibition, % at 10 µM; actives 1.4% (n = 360,000);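 active = inhibition of 50% or more, scaled per plate between neutral and stimulator controls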;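 note: 0% = DMSO wells given calcium and 100% = 1 mM EGTA wells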
SENP1 FRET inh: SENP1 (human) catalytic domain inhibition; Q9P0U3; recombinant SENP1 catalytic domain, CyPet-SUMO1-YPet FRET cleavage; inhibition, % at 10 µM; actives 0.21% (n = 360,000);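 active = inhibition at least 30% at 10 µM, raw YFP signal under a set limit, fluorescence ratio 0.5 to 1.5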;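 note: 0% = enzyme with DMSO and 100% = no enzyme wells; some results filed as inactive read as strong as hits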
Target sequence (Q9P0U3 419-644 limits assumed): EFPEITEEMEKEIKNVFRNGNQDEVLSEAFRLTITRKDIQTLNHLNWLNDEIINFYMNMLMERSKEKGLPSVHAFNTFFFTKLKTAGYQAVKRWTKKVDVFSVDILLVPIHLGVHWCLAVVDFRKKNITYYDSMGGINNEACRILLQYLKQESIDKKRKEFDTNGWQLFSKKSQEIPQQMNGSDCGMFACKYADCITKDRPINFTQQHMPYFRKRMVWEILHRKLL
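Test system: hSENP1 catalytic domain, recombinant; Amount: 20 pM final SENP1 enzyme; Medium: Tris pH 8 buffer plus EDTA, NaCl, BME, BSA, NP40, catalase; Schedule: 50 min enzyme reaction, room temperature, light-protected; Technique: FRET fluorescence in CFP and YFP emission channels; Controls: no-enzyme wells low, DMSO-plus-enzyme wells high control.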
GRIN3A LBD mod: NR3A (human) ligand-binding domain modulation | AID 1259313 | Tm shift relative to glycine control, % at 25 µM | NR3A LBD differential scanning fluorimetry, Tm shift; 0% = protein alone, 100% = glycine-bound protein | actives 2.5% (n = 340,000);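 active = melting temperature shift of at least 10% of the positive control shift, at one fixed dose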
SENP6 block: blocks the human protease SENP6 | inhibition, % at 10 µM | Q9GZR1 | Recombinant SENP6 catalytic domain, aminoluciferin luminescence | actives 1.8% (n = 330,000);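 active = inhibition above about 50% at the single tested dose, limit read from the data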;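 note: plate controls were DMSO wells with enzyme for no effect and DMSO wells lacking enzyme for full effect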
Target sequence (Q9GZR1 628-1112 limits assumed): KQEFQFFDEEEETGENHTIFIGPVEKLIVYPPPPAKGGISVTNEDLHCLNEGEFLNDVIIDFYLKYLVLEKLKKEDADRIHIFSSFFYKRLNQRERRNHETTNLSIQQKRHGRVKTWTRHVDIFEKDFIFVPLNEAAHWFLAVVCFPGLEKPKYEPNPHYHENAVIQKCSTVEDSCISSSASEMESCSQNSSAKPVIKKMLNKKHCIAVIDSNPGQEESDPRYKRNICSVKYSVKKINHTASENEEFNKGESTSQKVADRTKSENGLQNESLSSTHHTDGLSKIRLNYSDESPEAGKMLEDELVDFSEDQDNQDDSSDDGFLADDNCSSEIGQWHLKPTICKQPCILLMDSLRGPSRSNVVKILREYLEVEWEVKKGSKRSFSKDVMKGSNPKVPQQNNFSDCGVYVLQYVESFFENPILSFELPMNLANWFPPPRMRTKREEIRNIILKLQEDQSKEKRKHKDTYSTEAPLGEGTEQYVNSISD
ATG4B inh: ATG4B (human) cysteine protease inhibition | ATG4B cleavage of LC3-PLA2, NBD-HPC fluorescence, 1 h | inhibition, % at 8.33 µM | actives 0.51% (n = 340,000) | AID 504462; in the data active = inhibition above about 40%
PfGluPho inh: PfG6PD (Plasmodium falciparum) enzyme inhibition; PfGluPho enzyme, NADPH resazurin-diaphorase fluorescence; inhibition, % at 20 µM; actives 0.78% (n = 350,000); AID 504690;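 active = inhibition reaching at least a set limit at 20 µM in the primary screen, cut at about 59% in these data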;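 note: 0% = DMSO wells with substrate and 100% = DMSO wells lacking glucose-6-phosphate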
* marks the source's active call; other numbers are inactive results; nt = not tested or not shown. Hits appear at their usual frequency. Share with any hit: about 6.7%.

SMILES	SENP8 inh	hIAP act	MPTP block	SENP1 FRET inh	GRIN3A LBD mod	SENP6 block	ATG4B inh	PfGluPho inh
CCC(=O)Nc1c2c(nn1-c1ccccc1C)CSC2	8	1	-0.3	-1	2	-6	4	-3
C=CCNC(=O)c1onc(CSc2cccc(C)c2)c1C(=O)O	34	0.83	0.2	2	13*	-10	-2	-1
COc1ccc(NC(=S)NN(C)C(=S)Nc2ccc(OC)cc2)cc1	3	1.9	0.1	1	2	-6	-3	8
CC(=O)c1cccc(CN2CCC(n3nccc3NC(=O)CCCc3ccccc3)CC2)c1	3	1.2	-0.1	1	-2	6	-9	-10
Cc1c(C)c2ccc(OCC(=O)NC(Cc3c[nH]c4ccc(O)cc34)C(=O)O)c(C)c2oc1=O (configuration not stated)	2	0.8	-2.1	2	0	7	-9	-9
Cc1ccc(NC(=O)/C(=C/c2ccc([N+](=O)[O-])cc2)NC(=O)c2ccccc2)cc1	32	1	15	4	-5	1	-4	-4
CC1CCN(CC(=O)Nc2ccc(S(=O)(=O)N3CCCC(C)C3)cc2)CC1 (configuration not stated)	18	1.1	3.9	0	2	6	0	15
COc1ccccc1NC(=O)COc1ccc(C(=O)OCC(=O)N2CCCC2=O)cc1OC	8	0.85	-1.1	-2	2	-12	-10	6
COc1ccc([N+](=O)[O-])cc1N(CC(=O)N1CCCC1)S(C)(=O)=O	9	0.97	-2.2	2	1	4	0	-18
CC(C)(C)C1CCc2c(sc3nc(SCC(=O)O)nc(N)c23)C1 (configuration not stated)	-14	1.1	-0.1	1	-2	-5	11	-7
COCCN(C(=O)COC(=O)CNC(=O)c1cccs1)c1c(N)n(Cc2ccccc2)c(=O)[nH]c1=O	21	1	-0.6	1	7	-8	-3	-9
CC(C)c1ccc(-c2nc(N3CCCC3)nc3n[nH]c(N)c23)cc1	22	1	1.1	-3	0	-1	0	1
O=C(CSc1n[nH]c(-c2ccncc2)n1)c1ccccc1	1	1.1	0.3	2	-4	-14	-12	2
Cc1ccc(C(=O)c2ccc([N+](=O)[O-])cc2)cc1C	19	0.99	0.7	1	0	-17	-3	3
COc1ccc(C(=O)/C=C/C(=O)N(Cc2ccccc2OC)C(C(=O)NC2CCCCC2)c2ccncc2)c(O)c1 (configuration not stated)	0	0.93	0.4	1	-11	-8	-14	3
CN(CC(=O)Nc1ccc(F)c(F)c1F)C(=O)c1nn(Cc2ccccc2)c(=O)c2ccccc12	8	1	0.7	0	2	2	-5	13
O=C(O)COc1ccccc1/C=N/NC(=O)c1cc2ccccc2cc1O	-14	0.99	-0.9	12	-3	-10	8	1
CCC(C)NC(=O)CSC1=Nc2ccccc2C2=NC(CC(=O)NCc3ccc(F)cc3)C(=O)N12 (configuration not stated)	-275	0.99	0.0	5	0	-2	-10	-9
Cc1oc(-c2ccccc2F)nc1CS(=O)(=O)CC(=O)N1CCN(Cc2ccccc2)CC1	26	0.91	-0.1	2	2	-10	-8	2
CCCN(CC(=O)Nc1ccccc1C)C(=O)C1CCN(S(=O)(=O)c2cccc(C(F)(F)F)c2)CC1	-1	0.97	0.0	1	-2	-9	8	-8
Cc1cc[n+](CC(=O)c2ccc(NC(=O)c3ccccc3)cc2)cc1	10	0.91	1.9	1	-2	-19	0	3
Cn1c(=O)c([N+](=O)[O-])c(-n2cnc3ccccc32)c2ccccc21	1	0.9	4.3	-2	3	3	-15	-5
COc1ccc(CC(=O)Nc2c3c(nn2-c2cccc(Cl)c2)CS(=O)C3)cc1 (configuration not stated)	30	1.1	0.6	1	-4	1	6	-9
CCn1c(SC(C)C(=O)NCC2CCCO2)nc2scc(-c3ccccc3)c2c1=O (configuration not stated)	8	1	-2.5	2	-1	-2	-10	1
CC(C(=O)Nc1ccc(F)c(F)c1F)N(C)CCOc1ccccc1 (configuration not stated)	-3	1.1	2.0	1	1	-20	-7	1
CCCCCCCNC(=O)C1(CC2CC(c3ccc(Cl)cc3)=NO2)CCNCC1 (configuration not stated)	9	0.8	-1.6	1	-5	0	-4	9
O=C(C[n+]1ccccc1)N/N=C/c1cccs1	4	1.1	0.6	1	2	-11	-6	0
Cc1[nH]c(=O)[nH]c(=O)c1S(=O)(=O)N1CCCCC1	8	0.88	-1.1	-1	0	-22	-4	-2
CN(C)CCCN(C(=O)c1ccc2c(c1)CCCC2)c1nc2ccc(Cl)cc2s1	17	0.93	90*	1	11*	-15	3	19
O=C(NCC1CCCO1)c1ccc(NC(=O)C2CCCCC2C(=O)O)cc1 (configuration not stated)	22	1.4	0.3	2	-1	-12	-1	-18
CCOc1ccccc1Nc1ccc2nonc2c1[N+](=O)[O-]	25	0.74	0.1	2	-2	-11	-8	77*
CCc1c(O)nc(SCC(=O)Nc2ccccc2C)n(-c2ccc(C)cc2)c1=O	9	1.1	-0.3	1	-6	6	-2	1
CC(=O)Nc1ccc(CN2CCc3c([nH]c4ccccc34)C2C(C)(C)C)cc1 (configuration not stated)	-28	1.2	-0.1	-17	-3	4	-4	18
O=c1ccc2c(ccc3ncccc32)o1	-121	nt	0.3	0	nt	nt	nt	-18
Cn1c(=O)c2[nH]c(-c3ccccc3)c(O)c2n(C)c1=O	-100	1	-1.8	60*	12*	-9	-3	71*
CSc1ccc(CN2CCN(Cc3ccccc3)C(CCO)C2)cc1 (configuration not stated)	4	1	-0.4	-62	-1	-39	-3	-3
Cc1ccc(NC(=O)c2ccco2)c(NC(=O)c2ccccc2C)c1	4	0.99	-0.7	0	-2	-10	11	-5
COc1ccc(C(=O)NCc2nnc(SCC(=O)NCc3ccc(F)cc3)o2)cc1	23	0.95	-0.7	4	11*	-4	-18	-20
Cc1cc(C)n2nc(C(=O)OCC(=O)N(C)CC(=O)Nc3ccccc3Cl)nc2n1	2	1.1	-0.8	3	2	-4	-5	-7
C=CCN1C(=O)C(O)(CC(=O)c2ccc(N)cc2)c2ccccc21 (configuration not stated)	-96	0.88	-1.0	2	1	-2	-1	-6
Cc1ccc2c(c1)CCCN2S(=O)(=O)c1cccc(C(=O)Nc2ccccc2C(=O)O)c1	1	1.1	15	-2	nt	5	nt	nt
O=C(Cc1c(F)cccc1Cl)c1ccc(O)cc1O	13	0.97	14	1	-22	-20	-7	-17
COc1ccc(CCNC(=O)c2ccc(N3CCCCS3(=O)=O)cc2)cc1OC	-15	0.92	0.4	1	0	-8	1	-17
Nc1nonc1-n1nnc(C(=O)N/N=C/c2ccncc2)c1-c1ccccc1	1	0.95	0.1	-1	-3	-24	2	2
COCCC(=O)N1CCC(Oc2ccc(C(=O)NCc3ccon3)cc2)CC1	8	1.2	2.2	0	3	-9	2	-2
COCCN1CCN(C(=O)c2cc(COc3ccc(F)cc3Cl)on2)CC1	-12	1.2	0.8	-5	5	-5	-8	3
O=C(Nc1ccccc1)Nc1ncc([N+](=O)[O-])s1	36	0.75	88*	-13	8	99*	7	11
CCC(=O)Nn1cnc2c(c1=O)C1(CCCCC1)Cc1ccccc1-2	16	1.1	0.7	0	-1	0	-9	10
O=C(CSc1nnc(Cc2ccccc2)o1)N1CCOCC1	19	0.88	-0.8	1	0	-5	-1	6
Cc1cccc2cc(CN(CCCN3CCOCC3)Cc3nnnn3C(C)(C)C)c(=O)[nH]c12	-25	1.1	-0.8	-2	2	-21	-9	4

More compounds follow:
SMILES	SENP8 inh	hIAP act	MPTP block	SENP1 FRET inh	GRIN3A LBD mod	SENP6 block	ATG4B inh	PfGluPho inh
Cc1ccc(Oc2nnc(-c3ccccc3)c3ccccc23)cc1	15	0.86	2.1	0	-1	-9	16	-5
CC(NS(=O)(=O)c1ccc(Br)cc1)C(N)=O (configuration not stated)	16	0.92	3.8	0	0	3	5	-6
CC1(C)Cc2c(cnn2-c2ccc(F)cc2)C(NC(=O)CCCN2CCCCC2=O)C1 (configuration not stated)	14	0.92	-0.8	-1	1	-7	-4	-6
C=CC(=O)N1C/C(=C/c2ccccc2)C(=O)/C(=C\c2ccccc2)C1	1	nt	-0.5	-2	1	nt	4	33
NC(=O)NC(c1ccccc1)c1ccccc1	12	0.95	-1.2	2	-1	-30	18	-12
COc1ccc(-c2nc3ccccc3nc2-c2ccccc2)cc1	-370	1	0.6	-4	0	-22	24	-4
Cc1ccc(/C=C/C(=O)NC(=S)N2CCN(c3ccc(F)cc3)CC2)cc1	35	1	2.0	0	-5	-15	-5	0
Oc1c(CN2CCCCC2)cc(Br)c2cccnc12	53*	1.1	-2.3	-9	-1	19	-1	44
CCOc1ccc(-n2c(=S)sc3c(=O)[nH]c(SCC(=O)N4CCC(C)CC4)nc32)cc1	4	0.98	4.2	3	-8	-6	22	-29
COc1ccc(NC(=O)CCN2C(=O)c3ccccc3S2(=O)=O)c(OC)c1	8	1.1	0.4	3	-1	-7	6	6
COc1ccc(NC(=O)NC2(C(=O)N3CCCCC3)CCCCC2)cc1	6	1	0.4	2	-1	2	-1	-17
Cc1ccn2c(C(=O)CSc3ccc(Cl)cc3Cl)c(C)nc2c1	12	1.1	2.6	0	-3	-6	-1	-3
Cc1cccc(OCC(=O)N2CCN(C(=O)Cc3ccccc3)CC2)c1	3	0.91	-2.1	2	-2	-9	-6	7
CSc1ccccc1C(=O)NCc1ccc(S(N)(=O)=O)cc1	21	0.91	-5.0	-2	-1	-8	1	-17
CCOC(=O)C1=C(C)n2c(s/c(=C/c3cccc([N+](=O)[O-])c3)c2=O)=NC1c1ccc(O)c(OC)c1 (configuration not stated)	16	0.87	-1.3	1	-4	-15	25	5
C=CCn1c(C)cc(C(=O)COC(=O)[C@@H](NC(=O)c2ccccc2Cl)C(C)C)c1C	13	1	2.8	1	4	5	7	9
Cc1nn(-c2ccccc2)c(N)c1C(O)(CC(=O)C(F)(F)F)C(F)(F)F (configuration not stated)	-11	1.1	11	-14	1	-17	0	-13
O=C(CCC(=O)OCc1ccc([N+](=O)[O-])cc1)Nc1ccc(F)cc1	13	0.98	0.9	0	-5	-2	8	-11
CC1=C(C(=O)OC2CCCCC2)C(c2cccnc2)n2nnnc2N1 (configuration not stated)	20	1.1	-1.3	3	0	0	-4	7
COc1ccc(N2C(=O)CSC23C(=O)N2c4c(cccc43)C(C)=CC2(C)C)cc1 (configuration not stated)	17	0.89	0.3	2	-3	-6	-21	-7

One compound at a time (already shown). Order of values: SENP8 inh	hIAP act	MPTP block	SENP1 FRET inh	GRIN3A LBD mod	SENP6 block	ATG4B inh	PfGluPho inh
COc1ccc(NC(=O)NC2(C(=O)N3CCCCC3)CCCCC2)cc1 in the list: 6	1	0.4	2	-1	2	-1	-17
CC1=C(C(=O)OC2CCCCC2)C(c2cccnc2)n2nnnc2N1 (configuration not stated) in the list: 20	1.1	-1.3	3	0	0	-4	7
CSc1ccccc1C(=O)NCc1ccc(S(N)(=O)=O)cc1 in the list: 21	0.91	-5.0	-2	-1	-8	1	-17
Cc1cccc(OCC(=O)N2CCN(C(=O)Cc3ccccc3)CC2)c1 in the list: 3	0.91	-2.1	2	-2	-9	-6	7
COc1ccc(N2C(=O)CSC23C(=O)N2c4c(cccc43)C(C)=CC2(C)C)cc1 (configuration not stated) in the list: 17	0.89	0.3	2	-3	-6	-21	-7

(next part)
SMILES	SENP8 inh	hIAP act	MPTP block	SENP1 FRET inh	GRIN3A LBD mod	SENP6 block	ATG4B inh	PfGluPho inh
Cn1c(=O)c2c(nc(NCCO)n2C)n(C)c1=O	15	1.1	-0.7	0	-2	-9	-4	-10
CCc1cccc2c(C(=O)CCl)c[nH]c12	4	1.1	0.4	0	0	8	-4	2
Cc1ccc(NC(=O)COC(=O)[C@H](C)N2C(=O)C3CC=CCC3C2=O)cc1S(=O)(=O)N(C)C (some centres not stated)	11	0.85	-1.2	0	-1	-25	1	16
Cn1cc(/C=N/Nc2ccccc2)c2ccccc21	-353	0.93	-0.2	-57	0	-11	-11	39

Assay outcomes as filed in PubChem.
